Anthrax LF prot – Bacillus anthracis LF protease inhibitors, primary screen, biochemical, multiplex microsphere, MLPCN library; Lethal factor (Bacillus anthracis), P15917; multiplex microsphere protease cleavage assay; inhibition, % at 10 µM; 0.12% of 360,000 active; AID 588501, 2011; note: plate controls were buffer without enzyme for full effect and enzyme alone for no effect
Target sequence (P15917 whole entry, looked up): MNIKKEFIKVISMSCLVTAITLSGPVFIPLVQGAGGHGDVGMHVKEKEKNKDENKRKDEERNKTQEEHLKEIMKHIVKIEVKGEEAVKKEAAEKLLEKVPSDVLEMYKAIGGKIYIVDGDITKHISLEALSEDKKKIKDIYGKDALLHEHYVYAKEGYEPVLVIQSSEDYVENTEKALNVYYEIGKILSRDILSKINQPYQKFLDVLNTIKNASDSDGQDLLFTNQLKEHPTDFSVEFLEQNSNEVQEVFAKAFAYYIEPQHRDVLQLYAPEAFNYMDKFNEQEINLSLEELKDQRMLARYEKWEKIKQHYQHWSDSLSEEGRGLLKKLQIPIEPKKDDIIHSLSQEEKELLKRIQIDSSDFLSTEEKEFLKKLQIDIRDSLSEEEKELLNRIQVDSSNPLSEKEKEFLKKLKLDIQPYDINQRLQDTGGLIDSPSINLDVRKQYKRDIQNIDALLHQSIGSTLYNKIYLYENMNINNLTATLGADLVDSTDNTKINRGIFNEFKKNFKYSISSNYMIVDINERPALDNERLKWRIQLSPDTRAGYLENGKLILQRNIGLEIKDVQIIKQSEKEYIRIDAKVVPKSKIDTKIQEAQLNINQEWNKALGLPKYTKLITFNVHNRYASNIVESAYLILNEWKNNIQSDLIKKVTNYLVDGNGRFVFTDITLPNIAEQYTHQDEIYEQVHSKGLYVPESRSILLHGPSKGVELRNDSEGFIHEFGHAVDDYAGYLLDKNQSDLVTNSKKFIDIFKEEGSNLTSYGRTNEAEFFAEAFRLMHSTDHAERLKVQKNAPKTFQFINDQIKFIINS
BoNT-A LC inh2 – BoNT/A light chain protease inhibitors, primary screen, biochemical, flow cytometry, MLPCN library. multiplex microsphere protease substrate cleavage. inhibition, % at 10 µM. 0.17% of 360,000 active; note: plate controls were buffer without enzyme for full effect and enzyme alone for no effect
PrPC TRFRET – inhibitors of human cell surface prion protein PrPC, primary screen, cell-based, TR-FRET | TR-FRET read-out | 0.43% of 370,000 active | inhibition, % at 13.8 µM; in the data active = inhibition above about 24%; note: 0% = median of the test wells and 100% = reference compound wells
BoNT F protease – BoNT/F light chain protease inhibitors, primary screen, biochemical, flow cytometry, MLPCN library; inhibition, % at 10 µM; 0.22% of 360,000 active; Multiplex microsphere protease cleavage assay; Botulinum neurotoxin type F light chain protease (Clostridium botulinum); in the data active = inhibition above about 35%, passing the limit was not always enough; inconclusive = no clear call, values can overlap the other calls; note: plate controls were buffer without enzyme for full effect and enzyme alone for no effect
Rv3671c inh – Rv3671c serine protease inhibitors, primary screen, biochemical, fluorescence polarization, M. tuberculosis H37Rv. inhibition, % at 5.96 µM. 0.048% of 320,000 active; in the data active = inhibition above about 38%;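 note: extracellular domain of Rv3671c used as enzyme; 0% = enzyme with DMSO and 100% = no enzyme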
VHR inh abs – VHR1 phosphatase inhibitors, primary screen, biochemical, absorbance, uHTS | inhibition, % at 13.3 µM | 0.52% of 290,000 active | AID 1654, 2009 | recombinant VHR phosphatase, pNPP absorbance; in the data active = inhibition above about 50%; note: some compounds called inactive have numbers as strong as hits
Target sequence (P51452 whole entry, looked up): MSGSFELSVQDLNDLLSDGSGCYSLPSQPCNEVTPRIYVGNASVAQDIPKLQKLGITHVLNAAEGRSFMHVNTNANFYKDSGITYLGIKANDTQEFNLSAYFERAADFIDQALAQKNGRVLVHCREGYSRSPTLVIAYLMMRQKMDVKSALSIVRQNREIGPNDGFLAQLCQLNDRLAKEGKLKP
CCHFV vOTU inh – CCHFV vOTU protease inhibitors, primary screen, biochemical, Pep-AMC substrate, fluorescence | Crimean-Congo hemorrhagic fever virus L polyprotein viral ovarian tumor (vOTU) protease … | inhibition, % at 11.5 µM | 0.55% of 370,000 active | AID 651958, 2012; in the data active = inhibition above about 30%; note: 0% = vehicle wells with enzyme and 100% = no enzyme wells
MazF activator – activators of E. coli MazEF toxin-antitoxin RNase, primary screen, biochemical, fluorescence, uHTS; Endoribonuclease toxin MazF (Escherichia coli (strain K12)), P0AE70; FAM/BHQ RNA-DNA oligo cleavage fluorescence, 5 h; activation, % at 20 µM; 0.32% of 350,000 active; AID 504720, 2011; in the data active = activation above about 50%
Target sequence (P0AE70 whole entry, looked up): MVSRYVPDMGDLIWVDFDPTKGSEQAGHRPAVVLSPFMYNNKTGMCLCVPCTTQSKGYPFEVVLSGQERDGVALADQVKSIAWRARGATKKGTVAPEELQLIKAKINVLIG
SSB-PriA inh – inhibitors of Klebsiella pneumoniae PriA binding to SSB C-terminal tail, primary screen, biochemical, AlphaScreen | 0.6% of 430,000 active | inhibition, % at 33 µM | PriA–SSB C-terminal tail interaction (Klebsiella pneumoniae) | AID 1272365, 2023 | AlphaScreen SSBct-PriA binding, biotinylated peptide; in the data active = inhibition mostly above about 37%, no sharp cut-off; inactive = mostly below about 20%;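 note: plate controls were negative control peptide for no effect and reference peptide for full effect; strong numbers were not always called active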
3CLpro inhibitor – SARS-CoV 3CLpro protease inhibitors, primary screen, biochemical, quenched FRET; Replicase polyprotein 1ab (Severe acute respiratory syndrome coronavirus), P0C6X7; recombinant SARS-CoV 3CLpro, quenched FRET peptide cleavage; inhibition, % at 6 µM; 0.14% of 290,000 active; AID 1706, 2009; in the data active = inhibition above about 12%
Active calls of the source: *; u = inconclusive; x = no result given; & = joins results of further samples. Cut-off read from the data, not from the text of the source, unless noted: active = inhibition above about 30%; inconclusive = no clear call, values can overlap the other calls; inactive = below that. A portion of the library, so the mix of outcomes need not match the whole.

Results follow in this order: Anthrax LF prot, BoNT-A LC inh2, PrPC TRFRET, BoNT F protease, Rv3671c inh, VHR inh abs, CCHFV vOTU inh, MazF activator, SSB-PriA inh, 3CLpro inhibitor
CCOC(=O)c1ccc(NC(=O)CSc2nnc(COc3ccccc3)n2C)cc1
    -1.1, -1.6, 1.5, -16.3, 5.5, -11.2, 3.3, 2.8, -3.7, 3.8
COc1ccc(NC2CCCN(C(=O)CCc3scnc3C)C2)cc1 (centres undefined)
    -2.9, -0.5, 1.2, 2.1, 1.2, -22.9, 17.0, 5.0, 0.2, 0.5
O=C(COC(=O)c1ccc([N+](=O)[O-])o1)NC1CCCC1
    -8.8, -0.4, -18.6, 5.0, -11.3, x, 19.0, 10.8, 0.8, x
CCOCCCNC(=S)NCCNc1nc2ccc(C)cc2cc1C#N
    0.8, 3.8, 2.2, -7.4, -4.2, 12.1, -34.0, 8.0, -11.0, -2.5
CCCCc1cc(=O)oc2cc(OCC(=O)Nc3cccnc3)c(Cl)cc12
    1.6, 2.6, 3.4, 5.1, -1.4, 3.7, 4.6, 39.4, -13.4, -0.2
O=S(=O)(Nc1ccc(-c2ccc3nncn3n2)cc1)c1ccc(Cl)s1
    3.3, 1.9, 5.6, -6.3, -3.0, x, -1.7, 1.9, -12.0&8.0&-2.3, x
COc1cc2c(cc1OC)N1C(=O)CC(OCC(=O)O)C3C4CC5(CCN5C(=O)C4=O)C2C31 (centres undefined)
    -1.6, 0.5, -9.1, -3.8, -5.8, -0.4, 5.6, 7.1, 0.5, 4.9
COc1ccc(C2C3=C(CCCC3=O)Nc3c(-c4ccccc4)c(C)nn32)cc1 (centres undefined)
    1.2, -1.1, x, -4.0, -2.3, 27.7, x, 1.9, -20.6, 0.2
CC(=O)c1cccc(NC(=O)CCC(=O)c2ccc(F)cc2)c1
    -4.1, 3.3, 7.2, 12.8, x, -16.2, 14.2, 6.4, 1.7, 0.8
Nc1nc(-c2ccccc2)cc(C(F)(F)F)n1
    -1.1, 0.5, 4.8, 2.0, -6.1, 2.9, -4.8, 4.9, -17.6, 2.5
COc1ccc(S(=O)(=O)N(C)c2ccc(C(=O)N3CCCC3)cc2)cc1OC
    -12.3, -2.1, -1.9, -0.9, -5.4, 21.5, 16.9, -18.3, -15.4, -2.2
Cc1ccc(CN(C)C(=O)CCNS(=O)(=O)c2ccccc2)o1
    -0.1, -0.1, -4.0, -3.6, -5.4, x, -4.8, 4.4, 1.2, x
CCc1nnc(NS(=O)(=O)c2ccc(NC(=O)c3cc4ccccc4oc3=O)cc2)s1
    x, x, 3.5, x, -3.3, 4.6, -15.2, x, x, -1.2
Cc1ccccc1C(=O)NC[C@@H]1CCCN2CCCC[C@H]12
    2.1, -3.1, -7.6, u, -1.6, 78.6, -11.4, 7.1, -1.5, -0.7
COC(=O)c1ccc(C(=O)OC)c(NC(=O)C(C)C)c1
    4.6, -0.3, -4.4, 1.4, 1.3, 1.7, -12.4, 10.4, -14.1, 4.4
CC(=O)C1=C(O)C(=O)N(CCO)C1c1ccccc1 (centres undefined)
    -1.9, 1.0, 3.9, 2.2, 4.7, 17.3, -3.4, 5.8, -4.9, 3.6
Cc1ccc(C(=O)N(Cc2ccccc2)C(C)(C)C)cc1C
    -1.0, -0.6, -6.4, 0.9, -3.9, -1.8, -5.8, -7.4, -17.7, -4.1
CCCCc1ccc(-c2csc(/C(C#N)=C/c3ccc(C)o3)n2)cc1
    5.9, -0.4, -0.2, -9.3, -13.1, -7.7, 11.3, 10.6, -8.2, 2.4
CC1CC(C)CN(S(=O)(=O)c2ccc(NC(=O)CN3CCCCCC3)cc2)C1 (centres undefined)
    0.5, -0.2, -1.3, 8.6, x, x, -0.4, 1.3, 7.4, x
O=S(=O)(c1ccccc1)N1CCn2c(nc3ccccc32)C1
    -4.8, 0.4, -6.3, -6.3, 8.8, 62.9, 2.3, -6.6, -1.0, -1.3
Cc1onc(-c2ccccc2)c1C(=O)/C=C/N(C)C
    -13.3, u, 5.8, u, 7.2, 16.6, 23.1, 6.1, -6.5, 0.5
COc1ccc(N(CC(=O)NCc2ccc(C)cc2)S(=O)(=O)c2c(C)noc2C)cc1
    -1.9, 0.2, 0.3, 2.7, -0.5, 3.7, 4.4, 9.1, -2.0, 3.3
COc1cccc(C(=O)CSc2nnc(-c3cc(OC)c(OC)c(OC)c3)o2)c1
    2.4, -0.5, -1.6, -8.6, 1.0, 5.7, 14.2, 1.7, -13.0, -2.8
CSCCC1COC(c2cccs2)=N1 (centres undefined)
    -2.6, -0.4, 3.8, -1.1, 6.7, -0.5, 4.1, 6.3, 9.4, 4.0
COc1ccc2[nH]c3c(=O)n(Cc4ccco4)cnc3c2c1
    -1.5, 0.5, 9.4, 9.1, -10.0, 1.5, -42.2, 14.5, -8.6, -4.7
COc1cccc(-c2nc(NCc3ccco3)c3ccccc3n2)c1O
    1.7, -0.6, 4.1, -17.4, 3.9, -1.0, 3.8, 9.2, 1.6, -1.5
O=c1[nH]c2ccc(Br)cc2c(=O)o1
    -5.2, 0.5, -5.3, -0.2, x, x, -9.6, -3.6, x, x
C/C=C/c1cccc(-c2nc(C(=O)N3CCOCC3)cc3c2[C@@H](CCO)N(C(=O)NC(C)C)C3)c1
    4.7, 0.4, -4.1, -3.4, x, x, 0.9, x, x, x
CC(=O)c1cccc(NC(=O)C2CCN(S(C)(=O)=O)CC2)c1
    0.7, 0.1, 1.0, -7.8, -6.2, -22.3, 4.2, 3.7, -17.0&-7.1, -7.7
COCc1ccc(CN2CCCC(CCC(=O)NCc3cccc(OC)c3)C2)o1 (centres undefined)
    -5.9, 0.0, -0.1, 11.0, -11.6, 33.9, 4.3, -20.2, -10.8, -1.7
c1ccc(N2OCC3Cn4c(nc5ccccc54)C32)cc1 (centres undefined)
    1.1, -0.3, 0.8, 1.8, -6.0, 11.1, -10.5, 7.9, -0.7, x
CCn1nccc1C(=O)Nc1nc2ccccc2n1CCN1CCCCC1
    -1.1, 0.3, -10.2, 3.5, 6.3, 20.2, 7.6, -15.1, 1.6, -2.5
CCN1C(=O)c2ccccc2S(=O)c2ccc(C(=O)NCc3ccc(OC)cc3)cc21 (centres undefined)
    -2.1, 0.5, -0.7, -1.4, -13.2, -3.6, 21.9, 6.2, -3.2, 2.0
COCCN(C(=O)c1ccc(-c2ccc(Cl)cc2)o1)c1c(N)n(CC(C)C)c(=O)[nH]c1=O
    1.8, 0.3, -9.5, -9.1, -2.4, x, 5.6, 3.2, 3.5, x
CC(C)Oc1ccc(C2CNC(=O)C2)cc1 (centres undefined)
    5.4, -0.6, 7.6, -0.7, -1.9, 41.9, 9.1, -8.3, -13.4, x
CCOC(=O)c1sc2nc(C)nc(N3CCCCC3C)c2c1C (centres undefined)
    -6.3, -0.2, 3.5, 4.0, -2.1, 24.9, 6.8, -8.8, -45.8, 5.2
CCC(=O)c1cc(F)c(N2CCN(CC)CC2)cc1C
    2.4, 0.3, 3.5, -2.8, 0.9, -4.1, 2.2, 8.3, -12.8, -3.8
O=C(Nc1cccc(Cl)c1)N1CCN(c2ncccn2)CC1
    -2.2, -0.1, -1.1, 10.2, 2.6, 9.7, -0.8, 3.4, 4.0, 3.0
Cc1noc(NS(=O)(=O)c2ccc(NS(=O)(=O)c3ccc(C(C)(C)C)cc3)cc2)c1C
    -10.3, -0.1, 5.4, 10.7, x, x, 30.2*, -7.5, x, x
Nc1c(C(=O)Nc2ccc3c(c2)OCCO3)nnn1Cc1ccc(Cl)cc1
    -5.3, 1.9, 20.5, 0.9, 2.4, x, -7.1, -4.6, 11.9, x
CCCCCCNC(=O)O[C@]12C[C@@H](C(=O)OC)[C@@H](C(=O)OC)C[C@@]1(O)CN(S(=O)(=O)c1ccc(C)cc1)C2
    4.3, -0.3, -13.3, -1.5, x, x, 17.3, 5.9, x, x
Cn1cc(CN2CCc3c([nH]c4ccccc34)C2C2CCCCC2)cn1 (centres undefined)
    -4.3, -1.8, -20.1, -4.7, 7.8, 15.1, -10.1, -12.5, 0.7, 0.4
CCc1ccc(NS(=O)(=O)c2c(C)noc2C)cc1
    0.4, -0.6, -4.7, -0.6, -8.3, -20.1, 15.4, 10.8, -14.3, 2.8
CC(=O)Nc1ccc(N/C(N)=N/c2nc(C)cc(C)n2)cc1
    -7.2, -0.8, 5.9, -4.9, -14.5, 25.6, -3.7, 14.7, x, 5.3
Cn1c2c(c(=O)c3ccccc31)CCC(C)(C)O2
    2.2, -0.9, 0.0, -1.1, -8.0, 8.2, -7.8, 6.6, -7.1, -4.9
FC(F)(F)c1cnc(N2CCCN(C(=S)Nc3ccccc3)CC2)c(Cl)c1
    -7.1, -5.1, 1.2, u, 1.0, 27.1, 0.1, -7.7, -9.1, 6.5
O=C(NCc1ccc2c(c1)OCO2)C(=O)NCC1OCCN1S(=O)(=O)c1ccc(Cl)cc1 (centres undefined)
    -1.5, -3.2, 4.0, -15.9, -4.4, 1.1, 4.8, -4.1, 8.5, 1.9
CC1=CC(C)(C)N=C(Nc2ccc(C)cc2)S1
    1.0, 1.0, 22.4, -13.1, -4.9, -0.9, 16.4, -8.3, -10.7, -6.7
Cc1ccc2nc(NC(=O)CC3Oc4ccccc4NC3=O)sc2c1 (centres undefined)
    0.0, -0.2, -2.2, -9.1, -3.7, 32.6, 9.4, -25.1, -0.3, 1.9
CCN(CC)CCNC(=O)C1CCN(S(=O)(=O)c2c(C)noc2/C=C/c2ccccc2F)CC1
    x, x, 0.0, x, -5.8, 35.0, -0.7, 29.4, 5.3, -1.4
COc1ccc(N2CCN(C(=O)CSc3nnc(-c4ccc5[nH]c(C)c(C)c5c4)o3)CC2)cc1
    -4.6, -0.4, -10.9, -16.2, 2.3, 4.9, -9.6, -1.4, 13.1, 5.0
c1ccc(CN2CCC3(CC2)Nc2ccccc2CO3)cc1
    -0.9, 0.0, 9.0, -6.9, -1.6, -3.7, -5.7, -4.8, -4.0, 2.0
CC(=O)NNC(=S)NC(=O)c1ccc(C)cc1
    0.4, 0.8, 2.0, -0.7, -1.4, -3.9, -19.6, 0.9, -9.5, -1.1
CCN(CC)S(=O)(=O)c1cc(C)c(C)cc1OCC(=O)NC1CCCC1
    0.5, -0.2, 15.5, 4.0, 0.6, 0.9, 6.0, 2.8, -6.6, 4.6
COC(=O)c1ccc(CNC(=O)CNc2cc(C(F)(F)F)ccc2N2CCOCC2)cc1
    -2.3, -1.0, 0.3, -4.0, 0.0, 3.1, -1.5, -1.6, 6.3, 0.2
O=C(CC1CCCC1)N1CCCC(Nc2cccc(F)c2)C1 (centres undefined)
    1.3, 1.2, -3.1, -5.3, -1.9, 0.9, 17.4, 0.3, -5.3, 1.4

In a second layout: 3 of the compounds above.
compound | Anthrax LF prot | BoNT-A LC inh2 | PrPC TRFRET | BoNT F protease | Rv3671c inh | VHR inh abs | CCHFV vOTU inh | MazF activator | SSB-PriA inh | 3CLpro inhibitor
CCOC(=O)c1ccc(NC(=O)CSc2nnc(COc3ccccc3)n2C)cc1 | -1.1 | -1.6 | 1.5 | -16.3 | 5.5 | -11.2 | 3.3 | 2.8 | -3.7 | 3.8
CCn1nccc1C(=O)Nc1nc2ccccc2n1CCN1CCCCC1 | -1.1 | 0.3 | -10.2 | 3.5 | 6.3 | 20.2 | 7.6 | -15.1 | 1.6 | -2.5
O=S(=O)(Nc1ccc(-c2ccc3nncn3n2)cc1)c1ccc(Cl)s1 | 3.3 | 1.9 | 5.6 | -6.3 | -3.0 | x | -1.7 | 1.9 | -12.0&8.0&-2.3 | x
